RSV CPE inhibition: inhibition of RSV-induced cytopathic effect – HEp-2 cells, primary 10 µM value included (AID 2391); HEp-2 cells, RSV-induced CPE inhibition; higher % means a stronger effect; CPE inhibition, % at 10 µM, or IC50 in µM where a hit was titrated; 0.13% of 310,000 active; in the data active means a potency from the dose series; further: strong numbers were not always called active
MgcRacGAP inhibition: MgcRacGAP GTPase-activating activity inhibitors, confirmation, biochemical, ADP Hunter fluorescence. 0.6% of 340,000 active. inhibition, % at 30 µM; hits with a dose series show IC50 in µM. MgcRacGAP-stimulated Rac1 GTP hydrolysis, ADP Hunter fluorescence; higher % means a stronger effect; GST-tagged Rac1 F28L mutant substrate;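 active means first-screen hits whose inhibition reached a set limit at any dose in the follow-up dose series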;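 further: fluorescence reports GDP produced by GAP-driven GTP hydrolysis; strong numbers were not always called active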
TNAP activation fold: stimulation of alkaline phosphatase TNAP activity – biochemical, luminescent, no phosphate acceptor, uHTS, primary screen (AID 1001); purified TNAP, luminescent activation assay, no phosphate acceptor; higher activation fold means a stronger effect; activation fold at 20 µM; hits with a dose series show EC50 in µM; 0.03% of 200,000 active; in the data active means activation fold from about 3, or a potency from the dose series; inactive means the rest, 99 in 100 with activation fold below about 1.6; further: many of its hits are not listed in these tables
Myeloid diff MLP: compounds promoting myeloid differentiation; ER-HoxA9 myeloid progenitors, lysozyme-GFP differentiation, flow cytometry; calls only at 10 µM; 1% of 360,000 active;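 active means normalized GFP-positive differentiation at or above the plate's own cutoff, the solvent-only control mean plus 3 SD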;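 further: cells exposed to compound for four days before flow analysis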
NTR1 agonist: NTR1-driven beta-arrestin-GFP spot formation – imaging, U2OS cells, high content, primary screen (AID 493036); activation, % at 20 µM; 0.17% of 330,000 active; agonist mode;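 active means activation at or above 40% of the spot to cytoplasm intensity ratio, with at least 20 cells analyzed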;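 further: 0% = DMSO without peptide and 100% = 100 nM NTR1 peptide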
Target sequence (P30989 whole entry, looked up): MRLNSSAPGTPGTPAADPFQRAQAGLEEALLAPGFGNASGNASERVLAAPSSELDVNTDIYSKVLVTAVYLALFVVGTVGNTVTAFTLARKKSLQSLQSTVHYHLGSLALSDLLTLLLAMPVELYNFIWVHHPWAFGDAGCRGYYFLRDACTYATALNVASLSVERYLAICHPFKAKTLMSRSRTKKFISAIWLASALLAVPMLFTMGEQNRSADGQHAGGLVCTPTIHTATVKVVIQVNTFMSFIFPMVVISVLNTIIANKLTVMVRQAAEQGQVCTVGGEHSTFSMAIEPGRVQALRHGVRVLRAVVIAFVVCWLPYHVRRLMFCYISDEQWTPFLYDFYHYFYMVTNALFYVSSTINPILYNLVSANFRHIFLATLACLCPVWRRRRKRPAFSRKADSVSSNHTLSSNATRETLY
T cell modulator: T cell immune modulation candidate | 2C CD8+ T cell-vesicle binding, flow cytometry; active compounds read low | calls only at 7 µM | 0.068% of 330,000 active;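 active means response, share of CD8 T cells binding vesicles, and their 90th percentile fluorescence all below set limits, cut at about 80% in these data, passing the limit was not always enough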
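Assay system – 2C mouse CD8+ T cells · Also added – QL9-loaded Drosophila micro-vesicles · Timing – Cell–vesicle co-incubation 1.5 h at 37 °C, staining 20 min on ice · Signal – flow cytometry of vesicle-bound cells · Measure – percent CD8+ FL2 mean versus row control · Controls – Peptide-free naked vesicles (low) and QL9 vesicles with 0.7% DMSO vehicle (high)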
UTI89 phage lysis: protection from phage-mediated lysis, alamar blue read-out – E. coli UTI89, K1F phage, bacterial capsule biogenesis inhibitors (AID 488966). E. coli UTI89 K1F phage lysis, alamar blue, 2 h; higher % means a stronger effect. one-dose inhibition, % at 100 µM; IC50 in µM for titrated hits. 0.02% of 340,000 active;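 active means phage lysis inhibition, versus mean bacterial control, above a set limit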;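 further: capsule biogenesis inhibitors block K1F phage lysis so surviving cells raise fluorescence; higher fluorescence means more inhibition of phage lysis; actives were called in the ten point dose series up to 300 µM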
Large T inhibition: SV40 large T antigen inhibitors, biochemical (AID 1903) | one-dose inhibition, % at 20 µM; IC50 in µM for titrated hits | SV40 large T antigen ATPase/helicase inhibition assay; higher % means a stronger effect | 0.39% of 310,000 active; in the data active means a potency from the dose series; further: strong numbers were not always called active
Salmonella PhoP GFP: inhibitors of PhoP regulon expression, primary screen, Salmonella Typhimurium, GFP reporter (AID 1863). S. Typhimurium PhoP-regulated promoter GFP reporter, 4 h; higher % means a stronger effect. 0.16% of 300,000 active. one-dose inhibition, % at 50 µM; IC50 in µM for titrated hits;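 active means inhibition over 29.93%, a cutoff 3 SD above the screen mean, later confirmed by dose response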;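 further: 0% = low Mg2+ inducing control and 100% = high Mg2+ repressing control; strong numbers were not always called active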
T cell modulator vesicle-bound %: also measured in T cell modulator; calls as there; double positive events, %; measured here: CD8+ vesicle-bound cell fraction;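 binding gate set so that unloaded-vesicle control wells show 10% double positive cells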
NTR1 agonist cell count 20 µM: recorded beside NTR1 agonist, whose call it bears; cell count; measured here: cell count, cytotoxicity flag
Myeloid diff MLP GFP+ MAC1+ %: second read-out of Myeloid diff MLP, no call of its own (marks repeat the call); GFP+ MAC1+ double positive, %; measured here: differentiation confirmed by MAC1 staining
The depositor's hits bear a star; i = inactive; . = no result given; [ ] = another dose, or the depositor's remark. The order is random (roughly 2.3% active in at least one column).

compound	RSV CPE inhibition	MgcRacGAP inhibition	TNAP activation fold	Myeloid diff MLP	Myeloid diff MLP GFP+ MAC1+ %	NTR1 agonist	NTR1 agonist cell count 20 µM	T cell modulator	T cell modulator vesicle-bound %	UTI89 phage lysis	Large T inhibition	Salmonella PhoP GFP
CCOC(=O)Cc1csc(NC(NC(=O)CC)(C(F)(F)F)C(F)(F)F)n1	0.7%	2%	1.2	i	0.7	-0.3	62	i	55	0.2%	9%	-2%
COc1ccc(Br)c(OC)c1C(=O)NC(=O)Nc1c(F)cccc1F	2.1%	8%	.	i	0.2	-0.4	76	i	8	0.1%	7%	-1%
CC(C)N1CCN(Cc2ccoc2)CC1CCO (centres undefined)	-0.4%	6%	1	i	0.3	0.4	44	i	54	0.0%	6%	1%
CC(C)(O)c1cc2ccccc2c(=O)o1	.	-2%	.	i	2.0	1.6	65	i	6	-1.1%	.	.
COc1ccc2cc3cc(C(=O)NCCc4ccc(OC)c(OC)c4)oc3nc2c1	14%	7%	1	i	0.8	8.4	75	i	48	1.5%	16%	-4%
Cc1cccc(C(=O)NC(NCc2ccco2)C(Cl)(Cl)Cl)c1 (centres undefined)	-0.2%	1%	1.1	i	0.9	2.1	48	i	54	-1.0%	3%	14%
CC(C)NC(=O)NC(=O)COC(=O)c1cc(S(=O)(=O)N2CCCCC2)ccc1N1CCOCC1	2.9%	5%	.	i	2.3	0.3	64	i	27	-0.2%[50 µM]	12%	-1%
CCCCCCC(=O)N/N=C/c1ccco1	1.0%	-2%	1	i	0.7	0.0	41	i	33	-0.9%	18%	2%
CCOc1ccc2nc(NC(=O)CN3C(=O)C4CCCCC4C3=O)sc2c1 (centres undefined)	3.9%	2%	.	i	0.7	1.9	62	i	44	0.7%[50 µM]	13%	-5%
O=C(CS(=O)(=O)c1cccc(C(F)(F)F)c1)Nc1ccccc1Cl	0.9%	9%	1.1	i	0.5	-0.8	69	i	21	0.0%	2%	7%
Cc1ccc(NC(=O)CN(C)C(=O)c2cccc(S(=O)(=O)N3CCc4ccccc43)c2)cc1	1.1%	2%	.	i	0.5	-2.1	88	i	41	-0.7%[50 µM]	.	.
O=C(Nc1ccc(-c2nc3ncccc3o2)cc1)c1ccco1	1.0%	2%	1.1	i	0.5	-0.4	81	i	4	0.3%	7%	-8%
COc1c(N2CCNC(C)C2)c(F)cc2c(=O)c(C(=O)O)cn(C3CC3)c12 (centres undefined)	-1.2%	.	.	.	.	0.5	77	i	21	.	10%	0.58µM*
Cc1ccccc1S(=O)Cc1ccc(C(=O)NCCCN2CCCCC2)o1 (centres undefined)	0.3%	-3%	.	i	1.1	0.6	63	i	2	0.1%	7%	3%
COc1ccc(N(CC(=O)NCC2CCCO2)C(=O)CCC(=O)Nc2nccs2)cc1 (centres undefined)	1.0%	4%	.	i	0.8	-2.5	53	i	32	3.5%	6%	2%
COc1ccc(CCNc2ccc(C(CC(N)=O)NC(=O)Cc3ccc(Br)cc3)cc2[N+](=O)[O-])cc1 (centres undefined)	1.4%	10%	.	i	1.4	0.2	77	i	45	0.5%	81%	4%
CC(=O)Nc1ccc(-c2csc(Nc3ncccn3)n2)cc1	0.0%	7%	1.1	i	0.6	-0.2	58	i	28	0.3%	5%	3%
O=C(O)c1cccc(S(=O)(=O)Nc2cccc(S(=O)(=O)N3CCCCCC3)c2)c1	1.3%	0%	1.1	i	0.3	1.7	45	i	47	-2.8%	11%	2%
CN1CCN(C(=O)CCN2C(=O)/C(=C\c3ccc(F)cc3)SC2=S)CC1	.	4%	.	i	0.3	0.5	72	i	45	0.4%	.	.
Cc1ccc(NC(=O)CCC(=O)NNC(=O)CCc2ccccc2)c(C)c1	3.0%	2%	1.2	i	0.5	-0.9	56	i	19	3.0%	8%	-6%
N#Cc1ccc(COC(=O)CN2C(=O)NC3(CCCC3)C2=O)cc1	.	6%	.	i	0.1	0.4	45	.	.	1.5%[50 µM]	.	.
O=S(=O)(Cc1ccccc1Cl)N1CCN(Cc2ccc3c(c2)OCO3)CC1	3.3%	6%	1.1	i	0.9	-0.1	68	i	12	0.0%	14%	9%
CCN1C(=O)/C(=C\N(C(C)=O)c2ccccc2)OC1=S	0.9%	10%	1.2	i	2.2	0.2	58	i	10	0.2%	13%	3%
C=CCNC(=S)N/N=C/c1ccc(N(CC)Cc2ccccc2)cc1	6.0%	15%	1.2	i	0.2	7.3	53	i	47	11%	10%	-10%

Profiles from above. Order of values: RSV CPE inhibition | MgcRacGAP inhibition | TNAP activation fold | Myeloid diff MLP | Myeloid diff MLP GFP+ MAC1+ % | NTR1 agonist | NTR1 agonist cell count 20 µM | T cell modulator | T cell modulator vesicle-bound % | UTI89 phage lysis | Large T inhibition | Salmonella PhoP GFP
COc1ccc(N(CC(=O)NCC2CCCO2)C(=O)CCC(=O)Nc2nccs2)cc1 (centres undefined) is listed as 1.0% | 4% | . | i | 0.8 | -2.5 | 53 | i | 32 | 3.5% | 6% | 2%
O=C(O)c1cccc(S(=O)(=O)Nc2cccc(S(=O)(=O)N3CCCCCC3)c2)c1 is listed as 1.3% | 0% | 1.1 | i | 0.3 | 1.7 | 45 | i | 47 | -2.8% | 11% | 2%
O=S(=O)(Cc1ccccc1Cl)N1CCN(Cc2ccc3c(c2)OCO3)CC1 is listed as 3.3% | 6% | 1.1 | i | 0.9 | -0.1 | 68 | i | 12 | 0.0% | 14% | 9%

Returning to the listing, starting 2 compounds before the break.
compound	RSV CPE inhibition	MgcRacGAP inhibition	TNAP activation fold	Myeloid diff MLP	Myeloid diff MLP GFP+ MAC1+ %	NTR1 agonist	NTR1 agonist cell count 20 µM	T cell modulator	T cell modulator vesicle-bound %	UTI89 phage lysis	Large T inhibition	Salmonella PhoP GFP
CCN1C(=O)/C(=C\N(C(C)=O)c2ccccc2)OC1=S	0.9%	10%	1.2	i	2.2	0.2	58	i	10	0.2%	13%	3%
C=CCNC(=S)N/N=C/c1ccc(N(CC)Cc2ccccc2)cc1	6.0%	15%	1.2	i	0.2	7.3	53	i	47	11%	10%	-10%
Cc1ccc(NC(=S)NCCC(c2ccccc2)c2ccccc2)c(C)c1	5.5%	5%	1.7	i	1.7	-1.2	81	i	41	4.7%	3%	7%
CCOC(=O)c1ccc(NC(=O)c2ccco2)cc1	2.0%	13%	.	i	0.5	1.4	53	i	61	-1.2%	6%	4%
O=C(COC(=O)c1ccc([N+](=O)[O-])o1)Nc1cccc2ccccc12	-0.3%	6%	1.1	i	1.0	0.2	32	i	21	-0.4%	13%	2%
CCOC(=O)NC1(C(F)(F)F)C(=O)N(Cc2ccccn2)C2=C1C(=O)CC(C)(C)C2 (centres undefined)	0.3%	2%	1.1	i	0.7	4.6	75	i	29	0.7%	11%	-7%
O=C(Cn1cc(C(F)(F)F)cc(Cl)c1=O)NCc1ccc(Cl)cc1	0.0%	2%	.	i	0.9	1.0	58	i	18	0.5%	1%	8%
C[C@@H]1CCC2[C@](C)(CO)[C@@H](O)CC[C@]2(C)[C@@]12C[C@](CO)(CC(=O)O)CO2 (some centres undefined)	0.7%	5%	.	i	0.4	-0.5	91	i	30	-0.1%[50 µM]	5%	4%
Cc1c2cnn(CC(=O)N3CCN(c4ncccn4)CC3)c(=O)c2c(C)n1Cc1ccc(F)cc1	5.5%	.	1.1	.	.	0.6	50	i	8	.	-1%	-18%
Cc1ccc(C(=O)Nn2cnnc2)cc1Cl	-1.4%	4%	.	i	0.4	-0.4	70	i	41	-1.6%	12%	-6%
COC(=O)c1ccn(C(=O)c2ccc(Cl)cc2)n1	1.2%	5%	0.9	i	5.8	-0.5	53	i	51	0.6%	19%	-7%
CCc1cc(=O)oc2cc(C)cc(OC(C)C(=O)NCCCN3CCOCC3)c12 (centres undefined)	0.6%	5%	.	i	2.8	-1.1	58	i	26	0.6%	25%	-5%
O=C(NC1CCCC1)c1cc(S(=O)(=O)N2CCCC2)ccc1Cl	0.2%	4%	.	i	1.0	-0.2	66	i	11	0.8%[50 µM]	0%	9%
COc1ccc(NC(=O)c2ccco2)cc1NC(=O)c1ccco1	2.9%	4%	1	i	0.9	1.6	93	i	23	-1.7%	-1%	4%
CC(C)=CCC/C(C)=C/COc1ccc2ccc(=O)oc2c1	4.4%	-12%	1	i	5.2	5.9	84	i	14	-1.7%	-1%	3%
COc1ccc(C(=O)NNC(=O)CSc2nnc(C3CC3)n2C)cc1	0.7%	1%	.	i	3.3	-0.9	46	i	49	0.3%	3%	8%
CC1(C)CC2(CC(c3ccccc3)Oc3cc(O)ccc32)NC(=S)N1 (centres undefined)	1.6%	3%	0.9	i	0.2	-0.6	91	i	49	0.2%	6%	12%
CCOC(=O)C(=CNc1ccc(OC)cc1[N+](=O)[O-])C(=O)OCC	4.2%	6%	.	i	0.6	0.5	61	i	5	1.6%	8%	-3%
O=C(CCCOc1ccccc1)NC(=S)Nc1ccccc1	-0.7%	-4%	1	i	0.6	4.8	36	i	34	-0.4%	9%	7%
Fc1ccccc1N1CCN(CCCc2ccccc2)CC1	0.5%	26%	.	i	0.4	0.6	53	i	46	0.2%	6%	-1%
CC/C(=N/Nc1ccc(Cl)cc1)c1cnnc(SC)n1	0.7%	7%	0.9	i	0.1	1.4	65	i	46	1.7%[50 µM]	19%	-8%
N#Cc1c(/N=C/c2cccnc2)sc2c1CCCC2	3.3%	.	.	i	0.1	1.5	46	i	53	.	20%	-4%

Compound activity as filed in PubChem.
